CHRM5 agonist: CHRM5 agonism in calcium assay; P08912; CHO-K1 hM5 cells, Fluo-8 calcium fluorescence; 0% DMSO wells, 100% maximal acetylcholine response; activation, % at 3 µM; hit rate 0.19% among 360,000; AID 624037;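 active means activation above the run's mean over test compounds plus 3 SD, cut at about 23% in these data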;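 further: signal is peak over basal fluorescence ratio across the kinetic read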
CRFBP-R2 block: blocks CRF-induced signaling of the CRF-BP/CRF-R2 complex; HEK293 CRF-R2/CRF-BP, CRF-induced calcium fluorescence; inhibition, % at 11.8 µM; AID 588475; hit rate 0.59% among 350,000;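 active means inhibition of the ligand-induced calcium signal above about 50% at the single tested concentration, limit read from the data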
M5 PAM: potentiates acetylcholine response at human M5 receptor | P08912 | CHO-K1 hM5, Fluo-8 calcium, ACh EC20 PAM; 0% = ACh EC20, 100% = ACh EC100 | activation, % at 3 µM | hit rate 0.3% among 360,000 | AID 624038;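 active means activation above the run cutoff, the mean activation of all test compounds plus 3 SD, cut at about 18% in these data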
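Assay system – human M5 receptor in CHO-K1 cells · Read-out – % activation, ACh-normalized · Technique – Fluo-8 calcium fluorescence · Dosing – single-point, 3 µM nominal · Incubation – Fluo-8 loading 80 min at 37 °C plus 30 min room temperature · Repeats – singlicate, one well per test compound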
M4 antag: CHRM4 antagonism in calcium assay | AID 624125 | CHO-hM4 cells, ACh EC80, Fluo-8 calcium fluorescence | inhibition, % at 3 µM | hit rate 0.73% among 360,000 | P08173;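 active means inhibition above its plate's cutoff, the mean inhibition of sample wells plus 3 SD, cut at about 27% in these data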;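 further: 0% = acetylcholine EC80 with DMSO and 100% = DMSO without agonist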
Target sequence (P08173 whole entry, looked up): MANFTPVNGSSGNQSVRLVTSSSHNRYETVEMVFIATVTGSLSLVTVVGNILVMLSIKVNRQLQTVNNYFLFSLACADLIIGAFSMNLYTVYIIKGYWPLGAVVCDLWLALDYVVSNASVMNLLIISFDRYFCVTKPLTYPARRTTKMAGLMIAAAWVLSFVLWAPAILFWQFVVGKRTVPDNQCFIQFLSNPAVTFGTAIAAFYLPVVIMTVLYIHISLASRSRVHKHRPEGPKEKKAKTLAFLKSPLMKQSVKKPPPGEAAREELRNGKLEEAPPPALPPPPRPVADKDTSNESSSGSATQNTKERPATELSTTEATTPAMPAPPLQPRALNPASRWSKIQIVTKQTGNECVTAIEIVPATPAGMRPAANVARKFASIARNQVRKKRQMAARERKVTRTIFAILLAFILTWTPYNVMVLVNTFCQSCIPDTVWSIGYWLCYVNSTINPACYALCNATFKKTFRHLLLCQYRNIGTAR
CHRM1 PAM: human CHRM1 positive allosteric modulation. CHO-K1 hM1, Fluo-8 calcium fluorescence, ACh EC20; 0% = ACh EC20, 100% = maximal ACh. activation, % at 3 µM. hit rate 0.088% among 360,000; in the data active means activation above about 19%, passing the limit was not always enough
Target sequence (P11229 whole entry, looked up): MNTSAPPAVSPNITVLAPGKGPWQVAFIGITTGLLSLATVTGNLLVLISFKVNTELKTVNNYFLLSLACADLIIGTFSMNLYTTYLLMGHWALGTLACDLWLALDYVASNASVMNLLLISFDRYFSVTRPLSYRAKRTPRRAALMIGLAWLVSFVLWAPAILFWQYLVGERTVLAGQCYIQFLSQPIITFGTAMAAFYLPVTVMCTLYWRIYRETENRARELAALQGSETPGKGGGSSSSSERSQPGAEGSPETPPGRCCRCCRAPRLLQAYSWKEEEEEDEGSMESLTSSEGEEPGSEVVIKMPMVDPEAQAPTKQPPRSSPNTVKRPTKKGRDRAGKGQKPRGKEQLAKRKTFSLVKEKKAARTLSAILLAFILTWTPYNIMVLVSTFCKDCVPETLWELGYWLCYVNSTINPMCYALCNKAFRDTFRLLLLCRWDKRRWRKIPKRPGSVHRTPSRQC
M5 antag: antagonists of human muscarinic M5 receptor (CHRM5); CHO-hM5 cells, Fluo-8 calcium fluorescence, ACh EC80; hit rate 0.59% among 360,000; inhibition, % at 3 µM; P08912;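 active means inhibition above a per-plate cutoff, the mean of that plate's test compounds plus 3 SD, cut at about 27% in these data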;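 further: 0% = acetylcholine EC80 with DMSO and 100% = DMSO without agonist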
CRFR2-BP ag: agonists of human CRF-binding protein/CRF-R2 receptor complex | activation, % at 13.2 µM | HEK293 CRF-R2/CRF-BP, calcium dye fluorescence (FLIPR); percent of saturating CRF peptide response | hit rate 0.46% among 350,000 | AID 588473;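 active means activation of at least 50%, plus an integration ratio under a set limit after plate pattern correction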;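 further: plate controls were neutral control wells without compound for no effect and CRF at EC100 for full effect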
M4 PAM: CHRM4 positive allosteric modulation | AID 624126 | activation, % at 3 µM | hit rate 0.4% among 360,000 | CHO-K1 hM4/Gqi5, Fluo-8 calcium fluorescence, ACh EC20; 0% = ACh EC20, 100% = maximal ACh;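 active means activation above its plate's cutoff, the mean activation of sample wells plus 3 SD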; further: some results filed as inactive read as strong as hits
M4 ag: agonists of human muscarinic M4 receptor (CHRM4) | P08173 | AID 624127 | activation, % at 3 µM | CHO-K1 hM4/Gqi5, Fluo-8 calcium fluorescence; vehicle 0%, full acetylcholine response 100% | hit rate 0.14% among 360,000;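 active means activation above the run mean over all test wells plus 3 SD, cut at about 32% in these data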;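 further: peak over basal fluorescence ratio per well then scaled between controls; 0% = DMSO wells and 100% = acetylcholine at EC100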
Starred values were filed as active, the others as inactive; x = not tested or not shown.

molecule	CHRM5 agonist	CRFBP-R2 block	M5 PAM	M4 antag	CHRM1 PAM	M5 antag	CRFR2-BP ag	M4 PAM	M4 ag
Cn1c(CC(=O)NNC(=O)c2ccccc2[N+](=O)[O-])nc2ccccc21	3	0	4	3	1	5	0.6	1	-1
CCC(=O)Nc1c2c(nn1-c1ccc(OC)cc1)CS(=O)C2 (configuration not stated)	-1	6	-1	-12	16	-1	-1.4	8	0
CCC(C)(C)NC(=O)CN(C(=O)CCC(=O)Nc1ccccn1)c1ccc(F)c(Cl)c1	-1	-14	1	-4	5	-4	-1.4	9	1
COc1ccc(NC(=O)Nc2nc(C)cc(C)n2)c(OC)c1	-3	18	2	-6	-2	2	3.8	-4	1
CCCOc1ccc(CNC(=S)Nc2ccccc2)cc1Cl	1	6	-11	-4	-4	12	3.4	-12	10
CC[C@@]1(C(=O)OC)N[C@H](CN(C)C(=O)NC(C)C)[C@@H]2C(=O)N(Cc3ccccc3)C(=O)[C@@H]21	0	9	3	-3	5	-16	1.3	-3	0
CC(=O)c1ccc(NC(=O)Nc2ccc([N+](=O)[O-])cc2)cc1	2	34	2	5	10	1	-2.7	21	2
CC(=O)Nc1ccc(NC(=O)COC(=O)c2ccccn2)cc1	-2	12	3	9	3	7	2.0	-4	1
COc1ccc(NC(=O)C2=CC=CN3CCS(=O)(=O)N=C23)c(OC)c1	3	-14	4	-18	7	6	-2.7	5	1
Cc1ccc2cc(CN(C(=O)c3ccco3)c3ccccc3C)c(=O)[nH]c2c1	5	14	-6	-7	4	-1	-1.7	0	2
COc1cc(C(=O)NCC2(N(C)C)CCCCC2)ccc1OCc1ccccc1	-3	-4	1	-5	3	-4	0.2	-2	1
CCC1(c2ccccc2)SCC(c2ccccc2)=NC1=O (configuration not stated)	-10	-25	-24	20	-26	0	1.1	-15	6
O=C(c1ccc(F)cc1)N1CCN(c2cnn(-c3ccccc3)c(=O)c2Cl)CC1	-7	-8	-15	-1	-3	20	4.0	8	18
Nc1nnnn1CC(=O)N/N=C/C=C/c1ccccc1	1	-9	9	-6	14	0	0.6	3	1
COc1ccc(/C(C)=N/NC(=O)c2ccccc2OCc2ccccc2)c(OC)c1	-2	40	-7	1	1	-2	0.8	-4	0

Other compounds follow:
molecule	CHRM5 agonist	CRFBP-R2 block	M5 PAM	M4 antag	CHRM1 PAM	M5 antag	CRFR2-BP ag	M4 PAM	M4 ag
CCOC(=O)C(=O)Nc1cc([N+](=O)[O-])ccc1C	-3	24	7	-11	7	3	-2.4	9	1
Cc1cccc(COC[C@H](Cc2ccccc2)N2CCN(C(=O)c3ccc(Cl)c(Cl)c3)CCC2=O)c1	1	x	-3	-10	x	0	x	3	3
CN(CCOC(=O)c1ccc2c(c1)OCCO2)C(C)(C)C	-7	16	-3	-2	-5	3	-0.6	5	1
CCNC(=S)NN(c1ccccc1)c1ccccc1	-11	-7	3	-4	1	1	-0.2	0	-1
COc1ccc(NC(=O)C2(C)CCN2C(=O)c2ccccc2CCc2ccccc2)cc1OC (configuration not stated)	2	x	-11	8	-8	6	x	-8	11
CC12CCC(C(=O)N(CSC(=S)N/N=C\c3ccccc3Cl)C1=O)C2(C)C (configuration not stated)	-3	0	-6	4	-11	3	2.5	-8	-1
COc1cc2c(cc1OC)CN(C(=O)/C=C/c1cccs1)CC2	2	-22	4	7	12	6	0.1	18	2
O=S(=O)(Nc1cccc(-c2cn3cccnc3n2)c1)c1ccc(F)cc1	3	-18	-2	-1	6	-2	-0.1	3	4
COc1ccc(CCNC(=O)C(=O)NCC2OCCN2S(=O)(=O)c2ccc(Br)cc2)cc1OC (configuration not stated)	-1	7	1	-3	5	-5	1.2	0	1
Cc1nn(-c2ccccc2)c(C)c1C(=O)OCC(=O)NCc1ccco1	-4	0	-40	-1	-9	8	-5.7	-7	11
CCOC(=O)c1c(C)nn(-c2ccc(NC(=O)CSCC(=O)O)cc2)c1C	9	-2	11	-5	15	-6	-0.7	-12	0
O=C(Nc1ccc(N2CCOCC2)cc1)c1cccc(S(=O)(=O)N2CCC(Cc3ccccc3)CC2)c1	-3	-28	1	-3	-6	-10	0.5	2	1
NC(=O)N/N=C\c1cc(Br)ccc1O	1	-9	-1	4	1	-1	-0.8	10	1
COc1ccc(CC(=O)NC2CC2)cc1OC	-2	-1	2	-13	4	6	2.9	5	1
O=C(Oc1ccc([N+](=O)[O-])cc1)C1CC(=O)N(c2ccc3c(c2)OCCO3)C1 (configuration not stated)	7	4	1	-11	9	8	2.5	3	4

In a second layout: 4 of the compounds above
CCOC(=O)c1c(C)nn(-c2ccc(NC(=O)CSCC(=O)O)cc2)c1C
  CHRM5 agonist: 9	CRFBP-R2 block: -2	M5 PAM: 11	M4 antag: -5	CHRM1 PAM: 15	M5 antag: -6	CRFR2-BP ag: -0.7	M4 PAM: -12	M4 ag: 0
O=C(Nc1ccc(N2CCOCC2)cc1)c1cccc(S(=O)(=O)N2CCC(Cc3ccccc3)CC2)c1
  CHRM5 agonist: -3	CRFBP-R2 block: -28	M5 PAM: 1	M4 antag: -3	CHRM1 PAM: -6	M5 antag: -10	CRFR2-BP ag: 0.5	M4 PAM: 2	M4 ag: 1
NC(=O)N/N=C\c1cc(Br)ccc1O
  CHRM5 agonist: 1	CRFBP-R2 block: -9	M5 PAM: -1	M4 antag: 4	CHRM1 PAM: 1	M5 antag: -1	CRFR2-BP ag: -0.8	M4 PAM: 10	M4 ag: 1
COc1ccc(CC(=O)NC2CC2)cc1OC
  CHRM5 agonist: -2	CRFBP-R2 block: -1	M5 PAM: 2	M4 antag: -13	CHRM1 PAM: 4	M5 antag: 6	CRFR2-BP ag: 2.9	M4 PAM: 5	M4 ag: 1

The list goes on:
molecule	CHRM5 agonist	CRFBP-R2 block	M5 PAM	M4 antag	CHRM1 PAM	M5 antag	CRFR2-BP ag	M4 PAM	M4 ag
C/C(N)=C(/C#N)C(=O)COc1ncnc2ccccc12	-4	5	7	0	9	-6	2.1	0	0
CC(C)CNC(=S)Nc1ccccc1F	-2	-2	-1	0	-5	-1	0.0	9	1
Cc1ccc(C)c(C(=O)NC2CC(C)(C)NC(C)(C)C2)c1	2	6	0	6	12	-12	8.8	6	1
Cc1cccc(C)c1NC(=O)C(C)n1c(-c2ccc(=O)[nH]c2)nc2ccccc21 (configuration not stated)	1	x	-1	-7	x	-2	x	7	4
Cc1cccc(C)c1NC(=O)c1cc(S(=O)(=O)N2CCOCC2)ccc1F	2	9	7	-6	-3	-17	1.6	8	2
C=CC[C@@H](CC(=O)N[C@@H](CO)Cc1ccccc1)C(=O)N[C@H](COC(=O)[C@@H](CC=C)Cc1ccc(F)cc1)Cc1c[nH]c2ccccc12	3	5	-5	5	6	15	-2.4	-1	2
Cc1ccc([N+](=O)[O-])cc1S(=O)(=O)Nc1cccc(-c2ccc(N3CCCC3)nn2)c1	-5	-4	-5	1	-8	-3	-2.5	-2	3
O=C(O)C1C2C=CC(C2)C1C(=O)N1CCN(C/C=C/c2ccccc2)CC1 (configuration not stated)	-2	-13	4	5	5	-5	-0.5	10	1
CCOC(=O)Cc1[nH]nc2c1C(c1cccc(OC)c1OC)C(C#N)=C(N)O2 (configuration not stated)	-2	3	7	1	13	-5	1.9	-2	1
CN(C(=O)c1cc2c(s1)-c1ccccc1S(=O)(=O)C2)c1ccccc1F	-1	5	-5	-2	0	5	-5.1	-4	6
O=C(Cc1ccc(F)cc1)N/N=C/c1ccccn1	-3	6	-5	-2	10	4	-0.5	-1	1
CC(C)(C)c1cc(NC(=O)CCSc2nnc3ccccn23)cc(C(C)(C)C)c1	-3	-8	-2	-2	8	5	-0.8	4	0
O=S(=O)(Nc1ccc2c(c1)nc1n2CCN(Cc2ccccc2)C1)c1ccc(Cl)cc1	0	-33	-2	2	5	-1	1.1	1	2
Cc1ccccc1-c1ccc(C(=O)Nc2cccc(F)c2)o1	3	-9	0	-2	0	6	2.7	9	5
O=C(COc1coc(CN2CCCc3ccccc32)cc1=O)Nc1ccccc1	3	10	0	-18	4	-2	0.4	2	5

Next part:
molecule	CHRM5 agonist	CRFBP-R2 block	M5 PAM	M4 antag	CHRM1 PAM	M5 antag	CRFR2-BP ag	M4 PAM	M4 ag
Cc1cnc(N2C(=O)c3ccc([N+](=O)[O-])cc3C2=O)s1	-4	-5	-8	8	0	23	-4.1	-14	0
Cc1ccccc1Nc1ncnc2c1cnn2C	0	4	8	-6	9	-4	-0.8	-3	1
COc1ccc(OC)c(N(CC(=O)NCc2cccnc2)S(C)(=O)=O)c1	-9	13	2	-4	1	-8	5.0	5	1
Cc1ccc(C(=O)NCC(=O)OCC(=O)Nc2ccc(Cl)cn2)cc1	1	2	-1	-12	16	-4	0.2	7	1
C=CCNc1ncnc2sc(SC)nc12	0	5	0	-11	6	-1	-2.9	-2	2
O=C(COC(=O)c1cccc(S(=O)(=O)NCc2ccccc2)c1)c1ccc2c(c1)OCCO2	-3	3	-18	-5	-15	18	2.6	-15	11
COc1ccc(C(=O)Oc2ccc(/C=N/O)cc2)cc1	0	48	-5	11	-1	5	0.6	-8	2
CCOc1ccc(NC(=O)CC(NC(C)=O)c2ccccc2)cc1S(=O)(=O)N1CCCC1 (configuration not stated)	0	1	0	-4	1	1	-1.1	13	3
CS(=O)(=O)NCc1nnc(SCc2ccc(C(F)(F)F)cc2)o1	3	4	4	-12	2	6	-1.0	7	0
O=C(c1cc(COc2cccc(C(F)(F)F)c2)on1)N1CCC(Oc2cccnc2)CC1	5	-2	-15	14	-14	22	-2.4	-18	19
CC(C)C1CC(c2ccccc2)(C(CN)CO)CCO1 (configuration not stated)	-9	-5	-4	-2	7	2	-0.6	-2	0
N/C(=N/O)C(c1ccccc1)c1ccccc1	0	-1	-2	-7	1	-7	-1.1	10	1
CCOc1oc(-c2ccc(OC)cc2)nc1C(F)(F)F	3	-3	1	-4	6	4	-0.3	6	1
Nc1ccccc1C(=O)NC12CC3CC(CC(C3)C1)C2	-1	3	-3	5	9	16	-2.6	-2	-1
COc1cc(=O)[nH]c(SCC(=O)Nc2nc3c(s2)CCCC3)n1	-1	8	2	12	4	7	1.3	-2	-1
Cc1cc(=O)n2[nH]c(C)c(-c3ccccc3)c2n1	-4	-39	-3	-4	-1	10	6.6	11	1
CN(C)CCNc1ncnc2oc(-c3ccccc3)c(-c3ccccc3)c12	-3	5	-12	-3	-7	24	-1.8	-7	16

Four entries from above, as labelled records:
> CCC1(c2ccccc2)SCC(c2ccccc2)=NC1=O (configuration not stated)
  CHRM5 agonist = -10 | CRFBP-R2 block = -25 | M5 PAM = -24 | M4 antag = 20 | CHRM1 PAM = -26 | M5 antag = 0 | CRFR2-BP ag = 1.1 | M4 PAM = -15 | M4 ag = 6

> CN(C(=O)c1cc2c(s1)-c1ccccc1S(=O)(=O)C2)c1ccccc1F
  CHRM5 agonist = -1 | CRFBP-R2 block = 5 | M5 PAM = -5 | M4 antag = -2 | CHRM1 PAM = 0 | M5 antag = 5 | CRFR2-BP ag = -5.1 | M4 PAM = -4 | M4 ag = 6

> O=C(Cc1ccc(F)cc1)N/N=C/c1ccccn1
  CHRM5 agonist = -3 | CRFBP-R2 block = 6 | M5 PAM = -5 | M4 antag = -2 | CHRM1 PAM = 10 | M5 antag = 4 | CRFR2-BP ag = -0.5 | M4 PAM = -1 | M4 ag = 1

> CCC(=O)Nc1c2c(nn1-c1ccc(OC)cc1)CS(=O)C2 (configuration not stated)
  CHRM5 agonist = -1 | CRFBP-R2 block = 6 | M5 PAM = -1 | M4 antag = -12 | CHRM1 PAM = 16 | M5 antag = -1 | CRFR2-BP ag = -1.4 | M4 PAM = 8 | M4 ag = 0

Source: PubChem (several laboratories)

No enrichment for hits (roughly 2.6% active in at least one column).
